# Pf apPOL block: Pf-apPOL DNA polymerase inhibition. AID 1794808. hit rate 0.25% among 210,000. inhibition, % at 10 µM. Recombinant Pf-apPOL, molecular beacon fluorescence, 1.5 h
# mHTT-CaM PPI inh: mHTT-calmodulin interaction abrogation. P42858. AlphaScreen His-mHTT/GST-CaM binding, luminescence. inhibition, % at 15 µM. hit rate 3.6% among 190,000;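 note: 0% = both proteins with DMSO and 100% = one protein alone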
# * hit, by the source's call; x = not tested or not shown; & = joins results of further samples. Cut-off read from the data, not from the text of the source: active = inhibition above about 50%; inactive = the rest.
# Start of the data: the first two compounds (preview)
SMILES,Pf apPOL block,mHTT-CaM PPI inh
CCCCOc1ccc(C(=O)Nc2cc(OC)ccc2OC)cc1,-2,9
CC12CC(NC(=O)N1c1ccc(Cl)cc1)c1ccccc1O2 (stereo not given),-7,1

# All compounds of this part, previewed entries included:
SMILES,Pf apPOL block,mHTT-CaM PPI inh
CCCCOc1ccc(C(=O)Nc2cc(OC)ccc2OC)cc1,-2,9
CC12CC(NC(=O)N1c1ccc(Cl)cc1)c1ccccc1O2 (stereo not given),-7,1
Cc1ccc(NC(=O)CC2Sc3ccc(C(F)(F)F)cc3NC2=O)c(C)c1 (stereo not given),-1,0
Cc1noc(C)c1C(=O)N1CCCCC1c1ccccn1 (stereo not given),-4,x
Nc1nc(=Nc2ccccc2)ss1,x,9
COc1ccccc1N(CC(=O)N1CCN(c2ccccc2)CC1)S(=O)(=O)c1ccc(C)cc1,-6,33
COc1cc(C(=S)N2CCN(C(=S)c3cccc(Br)c3)CC2)cc(OC)c1OC,3,21
Cc1ccc(CNC(=O)C2CN(C(=O)c3cccs3)CC23CCCCC3)o1 (stereo not given),3,14
O=C(CSc1nc2c(c(=O)n1-c1ccc([N+](=O)[O-])cc1)SCC2)N1CCc2ccccc21,1,5
Cc1cc(C(=O)Nc2ccccc2C(=O)O)c(C)o1,0,2
COc1cccc(-c2cc(C3CCN(C(=O)NCCc4ccccc4)CC3)[nH]n2)c1,1,-5
CN(C)c1cccc(-c2nc(C3CC(=O)N(c4ccccc4)C3)no2)c1 (stereo not given),2,2
CC1(C)C(C=C(Cl)Cl)C1C(=O)NCCc1ccccc1 (stereo not given),1,-29
COc1ccc(C2SCCN2S(=O)(=O)c2ccc(Br)cc2)cc1[N+](=O)[O-] (stereo not given),-1,0
COc1cc2c(cc1OC)C(C(=O)Nc1nc3ccccc3s1)C(c1cccs1)N(C)C2=O (stereo not given),-6,36
Cc1noc(C)c1CC(=O)N1CCCCC1CCN1CCCC1 (stereo not given),-2,6
NC(=O)C1CCN(C(=O)c2cnn(-c3ccccc3)c2NC(=O)c2ccco2)CC1,2,-2
COC(=O)c1ccccc1NC(=O)c1c(C)oc(C)c1S(=O)(=O)N(C)C,-8,-6
COc1ccc(CCC(=O)Nc2cccc(NC(=O)CCc3ccc(OC)cc3)n2)cc1,-5,4
COc1ccc(C2=CC(c3cccs3)n3ncnc3N2)cc1 (stereo not given),-7,24
Cc1oc(C2CCC2)nc1C(=O)NCc1ccccc1C(F)(F)F,1,-11
COC(=O)C(CC(C)C)NS(=O)(=O)c1cc(Br)ccc1Br (stereo not given),0,18
COc1ccc(C2/C=C\CC(OCc3ccccc3)CC(=O)N2Cc2cccc(F)c2)cc1 (stereo not given),-7,100*
Cc1c(NC(=O)c2cccs2)c(=O)n(-c2ccccc2)n1C,-3,-13
CC(C)NC(=O)C1(S(=O)(=O)c2ccc(Cl)cc2)CC1,-6,1

# 14 entries already listed, sorted by number of heavy atoms, smallest number first.
SMILES,Pf apPOL block,mHTT-CaM PPI inh
Nc1nc(=Nc2ccccc2)ss1,x,9
CC(C)NC(=O)C1(S(=O)(=O)c2ccc(Cl)cc2)CC1,-6,1
CC1(C)C(C=C(Cl)Cl)C1C(=O)NCCc1ccccc1 (stereo not given),1,-29
Cc1noc(C)c1C(=O)N1CCCCC1c1ccccn1 (stereo not given),-4,x
COc1ccc(C2=CC(c3cccs3)n3ncnc3N2)cc1 (stereo not given),-7,24
Cc1noc(C)c1CC(=O)N1CCCCC1CCN1CCCC1 (stereo not given),-2,6
Cc1oc(C2CCC2)nc1C(=O)NCc1ccccc1C(F)(F)F,1,-11
CN(C)c1cccc(-c2nc(C3CC(=O)N(c4ccccc4)C3)no2)c1 (stereo not given),2,2
Cc1ccc(NC(=O)CC2Sc3ccc(C(F)(F)F)cc3NC2=O)c(C)c1 (stereo not given),-1,0
COc1cc(C(=S)N2CCN(C(=S)c3cccc(Br)c3)CC2)cc(OC)c1OC,3,21
NC(=O)C1CCN(C(=O)c2cnn(-c3ccccc3)c2NC(=O)c2ccco2)CC1,2,-2
O=C(CSc1nc2c(c(=O)n1-c1ccc([N+](=O)[O-])cc1)SCC2)N1CCc2ccccc21,1,5
COc1cc2c(cc1OC)C(C(=O)Nc1nc3ccccc3s1)C(c1cccs1)N(C)C2=O (stereo not given),-6,36
COc1ccccc1N(CC(=O)N1CCN(c2ccccc2)CC1)S(=O)(=O)c1ccc(C)cc1,-6,33

# The listing continues:
SMILES,Pf apPOL block,mHTT-CaM PPI inh
Cn1c(C2CCN(C(=O)COc3ccc(Cl)cc3)C2)nc2ccncc21 (stereo not given),2,9
CCOC(=O)N1CCc2c(sc(NC(=O)CSc3nnc(-c4ccco4)o3)c2C#N)C1,4,x
O=C(c1ccncc1)N1CCCC1(CO)Cc1ccccc1 (stereo not given),-1,0
N#Cc1ccc(C(CO)CO)nc1,2,-2
CC1CCc2cc(F)ccc2N1S(=O)(=O)c1ccc([N+](=O)[O-])cc1 (stereo not given),-1,7
O=C(CSc1ncccn1)c1ccc2c(c1)Cc1ccccc1-2,2,-6
O=C(c1cnn2ccc(C3CCN(C(=O)C4CC4)CC3)cc12)N1CCCCC1,0,0
COc1ccc(C2NC(C(=O)O)Cc3[nH]cnc32)cc1CSc1nc2ccccc2[nH]1 (stereo not given),-3,33
Cc1cccc(OCC(=O)Nc2cccc(NC(=O)c3ccccc3)c2)c1,-3,8
Cc1cc(C2=CSC3=NCCCN23)ccc1Cl,-3&5,x
O=C(Nc1nccs1)c1sc2ccccc2c1Cl,-1,-1
Cn1c(=O)c2[nH]c(-c3cc(Br)ccc3F)nc2n(C)c1=O,-3,-1
Cc1ccc(C(=O)c2oc3ccccc3c2NC(=O)CN2CCN(C)CC2)cc1,-6,32
Cc1cc(NCCCCO)n2c(nc3ccccc32)c1C#N,-1,-11
CN(CCCNC(=O)C1CCN(c2nnc3ccc(Cl)cn23)CC1)c1ccccc1,-1,12
O=C(CCN1CCCCC1)Nc1ccc(Cl)cc1,0,-8
Cn1cc2c3c(cccc31)CN(C(=O)c1ccccc1Cl)CC2,0,35
O=C(O)c1ccccc1NS(=O)(=O)c1cccc2nsnc12,-2,0
CCn1c(N2CCCC(C(=O)N3CCOCC3)C2)cc(=O)n(C)c1=O (stereo not given),-2,-5
CCC(CC)C(=O)Nc1nnc(C)s1,-3,-2
Cc1c(Br)c([N+](=O)[O-])nn1CC(=O)NCc1ccc(Cl)cc1,0,-2
CCCCC(NC(=O)c1ccccc1Cl)C(=O)O (stereo not given),-8,-4
CCCOc1ccc(C2C(=O)N(C3CCCCC3)CC(=O)N2CCCOCC)cc1OC (stereo not given),-9,10
CC(=O)NC(=O)c1cc2ccccc2oc1=Nc1cccc(C)c1,2,2
Cc1ccc(C(C)C)c(OCCn2ccnc2C)c1,0,0
SMILES,Pf apPOL block,mHTT-CaM PPI inh
C=CCn1c(C)csc1=Nc1ccc(S(=O)(=O)Nc2nc(C)cc(C)n2)cc1,2,13
CCC(=O)Nc1ccc(Br)c(C)c1,-2,-12
C1CCCN(C2CCN(C3CCCC3)CC2)CC1,3,3
Cc1nc(CC(=O)c2c(C)cc(O)cc2O)cs1,-6,0
Cc1cccc(N2C(=O)CSC2c2ccc([N+](=O)[O-])cc2)c1 (stereo not given),-2,4
O=C(Nc1ccc2c(c1)OCCO2)c1c[nH]c2ncccc12,10,11
O=S(=O)(c1cccs1)N1CCN(c2cccc(Cl)c2)CC1,2,5
COc1ccc(C2=NOC(C(=O)N3CCCC3)C2)cc1OC (stereo not given),-1,-7
CCCn1ccc2oc(C)c(C(=O)N3CCC(N4CCCCC4)CC3)c2c1=O,-7,0
COCc1cc(=O)[nH]c(SCC(=O)c2ccc(-c3ccccc3)cc2)n1,-10,x
Fc1ccc(CSc2nc(SCc3ccc(F)cc3)nc(SCc3ccc(F)cc3)n2)cc1,x,-5
CNC(=O)N1CC(C)Oc2cc(C)ccc21 (stereo not given),-2,2
Cc1cc(OCCCN2CCOCC2)cc(C)c1Cl,1,10
COc1cccc(C(=O)N2CCCn3nc(-c4cccc(Cl)c4)cc3C2)c1OC,-3,14
O=C1NN(c2ccc(Br)cc2)C(=O)/C1=C/C=C/c1ccco1,0,4
COC(=O)c1cnc2nc(C)ccc2c1Nc1ccc(F)c(C#N)c1,-3,6
CC(=O)N1CCN(c2ccc([N+](=O)[O-])c(NCc3ccco3)c2)CC1,2,10
Cc1nc2sc3c(c2c(=O)o1)CCC(C)C3 (stereo not given),x,-8
O=C(Cn1cnc(-c2ccc(F)cc2)cc1=O)NCc1ccco1,-1,-16
CCSc1nnc2c(n1)OC(c1cccc(OC)c1)N(C(C)=O)c1ccccc1-2 (stereo not given),-10,20
O=C(CSc1nnc2c3cc(-c4ccc(F)cc4)nn3ccn12)NCCc1ccccc1,2,-9
CCCn1cnnc1C1CCCCN1Cc1ccoc1 (stereo not given),-3,17
Cc1nn(CC(=O)N2CCCCC2)c(=O)c2ccccc12,-1,-8
COc1ccc(-n2nc(C(=O)NCC(=O)O)c3ccccc3c2=O)cc1Cl,-2,2
COC(=O)c1ccc2c(c1)c(C#Cc1ccccc1)c(-c1ccccc1)n2C,-5,-47
SMILES,Pf apPOL block,mHTT-CaM PPI inh
Cc1ccc(N2C(=O)CN=C2Nc2nc(C)cc(C)n2)c(C)c1,-3,1
COc1ccc(Cl)cc1N=c1oc2c(C)ncc(CO)c2cc1C(=O)Nc1ccccc1,-3,0
Cc1nc2cc(CC(=O)O)ccc2s1,-8,-5
O=C(CSc1ncc(-c2ccccc2)[nH]1)N1CCCc2ccccc21,-5,9
CCCCCc1ccc(C(=O)NC(=S)Nc2ccsc2C(=O)OC)cc1,-5,x
CC(C)C(=O)N(C)C1CCCCC1,x,-9
Cc1cccc(-c2nnc3n2CC(C)S3)c1 (stereo not given),x,-1
O=C1CCCC2=C1C(c1ccco1)C1=C(N2)c2ccccc2C1=O (stereo not given),-2&-2,26&22
Cc1ccc(CNC(=O)C2CCc3nc(N4CCN(C(=O)C(C)C)CC4)sc3C2)o1 (stereo not given),0,5
Cc1ccc(S(=O)(=O)N2CCN(C(=O)c3ccccc3)CC2)c(C)c1NS(C)(=O)=O,-5,7
NC(=O)c1sc2cc(F)ccc2c1Cl,-4,4
COc1cc(/C=C2\SC(NC(C)=O)=NC2=O)ccc1OCc1c(F)cccc1Cl,-6,7
COc1ccc(C=CC(=O)Nc2ccc(Oc3ccc(Cl)cc3)nc2)c(Cl)c1OC,-27,x
CCN1CCCC1CNC(=O)C1(O)c2cc(Br)ccc2NC(=O)N1c1ccccc1 (stereo not given),-6,1
CCc1ccc(NS(=O)(=O)c2ccc(Cl)cc2)cc1,0,-16
O=C(CCS(=O)(=O)c1ccc(Br)s1)Nc1ccccc1F,-4,-5
CCCNC(=O)c1ccc2c(c1)ncn2-c1ccc(C)c(Cl)c1,28,52*
OCC1CC(NCc2c(Cl)cccc2Cl)CC1O (stereo not given),2,-4
CNC(=O)c1ccccc1Sc1ccc(OC)cc1C(=O)NC,-14,x
COc1ccc(NC(=O)C2CN(S(=O)(=O)c3cccnc3)CC23CCCCC3)c(C)c1 (stereo not given),-6,5
CN(C)c1cccc(C(=O)N2CCN(Cc3nc4ccccc4[nH]3)CC2)c1,-7,1
O=C(NC1CC2CC1N(S(=O)(=O)c1cccs1)C2)c1cccs1 (stereo not given),-5,4
Cn1cc(C2=CCN(S(=O)(=O)c3ccc(F)cc3)CC2)c2cccnc21,-3,16
Cc1ccc(N2C(=O)CS/C2=C(\C(Cl)=C(Cl)Cl)[N+](=O)[O-])cc1,4,32
O=c1/c(=C/c2cccs2)sc2n1CN(c1cccc(Br)c1)CN=2,-6,-1
SMILES,Pf apPOL block,mHTT-CaM PPI inh
c1ccc(-c2nc(SCC3COc4ccccc4O3)oc2-c2ccccc2)cc1 (stereo not given),x,-13
Cc1nc(C(=O)NCCc2ccc(F)cc2)c(C)n1C1CCN(S(C)(=O)=O)CC1,-10,5
COc1cc(/C=C2\C(=O)NC(=O)N(c3cccc(C)c3)C2=O)cc(Cl)c1O,5,10
Cc1ccc(C(=O)NCc2ccco2)cc1Cl,-9,11
COc1ccc(CC(=O)N2CCCC2c2cccc(C)c2)cc1OC (stereo not given),-9,6
O=C(Nc1ccc(C2(C(=O)NCc3ccccc3)CCCCC2)cc1)C1CC1,-3,-13
O=S(=O)(c1ccc(Cl)c(Cl)c1)c1ccccc1-c1ccccc1,-4,x
CC(C)CC(NC1CCS(=O)(=O)C1)C(=O)O (stereo not given),x,-4
N#CC1=C(N)SC(N)=C(C#N)C1c1ccccc1I,-70,40
COc1ccc(S(=O)(=O)NCc2c(F)cccc2Cl)cc1OC,3,x
C=CCOc1ccc(CNCCC2=CCCCC2)cc1OC,2,0
O=C(NCc1ccccc1)C1CCN(c2nnc3ccc(C(F)(F)F)cn23)CC1,-3,-3
O=C(CSCc1ccc([N+](=O)[O-])cc1)N1CCN(c2ccccc2F)CC1,-2,10
O=C(Nc1ncc2c(n1)CC(c1cccc(Cl)c1)CC2=O)c1ccccc1 (stereo not given),0,14
COc1cc2c(cc1OC)N1C(=O)CC(OCC(=O)O)C3C4CC5(CCN5C(=O)C4=O)C2C31 (stereo not given),10,-3
CCOC(=O)C(C#N)=CN1CCCC1c1cccs1 (stereo not given),-7,x
CC1CCCN(C(=O)c2cc3c(n2C)CCN(Cc2ccc(F)cc2)C3)C1 (stereo not given),-6,58*
Cc1ccc(NC(=O)N2CCCC(CCC(=O)NCc3ccccc3C(F)(F)F)C2)cc1 (stereo not given),-8,-14
Clc1ccccc1OCCn1cnc2ccccc21,3,7
Cc1cccc2nnc(N3CCCN(C(=O)Cc4ccc(F)cc4)CC3)n12,-1,-2
Cc1cc([N+](=O)[O-])ccc1NC(=O)c1cccc(Cl)c1,-4,-2
Cc1ccc2[nH]cc(CCN3CC(C(=O)N4CCN(c5ccccc5F)CC4)CC3=O)c2c1 (stereo not given),-1,35
O=C(O)c1ccc(N=Cc2nc(-c3ccccc3Br)oc2O)cc1,5,1
O=C(Nc1c(Cl)cccc1Cl)C1Cc2ccccc2CN1S(=O)(=O)c1ccc(F)cc1 (stereo not given),-2&0,-4&-3

# Screening data (PubChem)
